# FN deposit inh: fibronectin deposition inhibition; AH1F fibroblasts, Alexa488-fibronectin deposition fluorescence, overnight; actives 0.086% (n = 350,000); inhibition, % at 12.6 µM;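 active = mean inhibition across replicates of 30% or more, regardless of how many single replicates reach that level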;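 also: positive control wells lacked labelled fibronectin entirely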
#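 Material: AH1F fibroblast monolayer depositing Alexa488-labelled fibronectin into matrix / Amount: 10000 AH1F cells per well / Signal: fluorescence 485/525 nm / Medium: DMEM, 2% serum / Compound: single dose, pinned / Incubation: 1 h cell adhesion before compound, then overnight fibronectin incubation / Reagent: Alexa488-FN, 24 nM final / Read-out: inhibition of fibronectin deposition signal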
# C2C12 statin: suppression of simvastatin myotoxicity; C2C12 myotubes + simvastatin, ATP luminescence, 48 h; scaled: DMSO 0, geranylgeraniol control 100; rescue of ATP level, % at 7.49 µM; actives 0.78% (n = 330,000); AID 602340;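 active = mean ATP rescue above about 67%, or every replicate alone reaching that limit, limit read from the data, passing the limit was not always enough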;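 also: myotubes were challenged with 10 µM simvastatin during compound exposure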
# GSIS activator: primary screen for activators of insulin secretion dependent on glucose, INS-1E cells, GLuc reporter luminescence | INS-1E GLuc reporter insulin secretion, 2-3 h | activation, % at 16.6 µM | actives 0.61% (n = 370,000);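 active = lowest replicate activation of at least 40%, so every replicate reaches that level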;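 also: 0% = median of neutral control wells and 100% = median of IBMX positive control wells; some compounds called inactive have numbers as strong as hits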
# PglD DTNB: PglD (C. jejuni) enzyme inhibition. purified PglD enzyme, DTNB colorimetric CoA detection. inhibition, % at 12.5 µM. actives 0.098% (n = 360,000). AID 602405; in the data active = inhibition above about 16%, passing the limit was not always enough; also: strong numbers were not always called active
# PGC1a acetyl inh: lowers PGC1a acetylation signal in U2OS cells. AID 651687. AlphaScreen anti-acetyl-lysine; with virally co-expressed GCN5 acetyltransferase. actives 0.17% (n = 350,000). inhibition, % at 15.6 µM;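 active = every replicate shows inhibition of at least 40%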;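 also: 0% = neutral control wells and 100% = positive control wells; some results beyond the cut were filed as inactive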
# miR122 inh: inhibitors of miR-122 in Huh7 cells. activation (reporter increase), % at 12.5 µM. actives 0.3% (n = 340,000). Huh7 miR-122 Renilla luciferase sensor, 48 h; neutral wells = 0, positive control = 100. AID 602342;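 active = mean replicate activation score at least 90 and every replicate individually at or above 90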;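 also: higher luciferase means less miR-122 activity so hits act as miR-122 inhibitors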
# CFTR F508del cor: correctors of CFTR F508del function in bronchial epithelial cells | AID 720511 | activity (quench increase), % at 7.58 µM | CFBE cells, YFP halide quenching; stimulated with forskolin plus potentiator P3; % fluorescence drop versus neutral controls | actives 0.36% (n = 350,000);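 active = mean added fluorescence quench of at least 8% versus neutral control, with both replicates also reaching 8%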;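 also: cells transiently co-express mutant CFTR-F508del with the halide-sensitive YFP; corrector assay measuring rescue of mutant channel to the surface after 24 h compound exposure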
# Cneo AK release: Cryptococcus neoformans lysis via adenylate kinase release | C. neoformans lysis, adenylate kinase release luminescence, 4 h; normalised: neutral wells 0, clomiphene wells 100 | lysis activity, % at 15 µM | actives 0.2% (n = 360,000);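 active = mean lysis activity across replicates of at least 80%, whatever share of replicates individually reach that level; inactive = mean lysis activity below 80%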
#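 Assay system: Cryptococcus neoformans yeast cells / Dosing: single-point compound dose / Timing: 4 h at 37 °C static, read 1 h later / Measured by: luminescence of released adenylate kinase using an AK detection reagent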
# * marks the source's active call; other numbers are inactive results; . = not tested or not shown; & = joins results of further samples; [ ] = another dose, or the depositor's remark. An unsorted share of the library; 2.1% or so of the library scored in one or more.
SMILES,FN deposit inh,C2C12 statin,GSIS activator,PglD DTNB,PGC1a acetyl inh,miR122 inh,CFTR F508del cor,Cneo AK release
COC(=O)C1=C(C)OC(N)=C(C#N)C1c1cc(OC)ccc1OC (stereo unspecified),.,5,19,-5,10,-4,.,2
COc1ccc(C(=O)NCC(=O)OCC(=O)NC2CCCCCC2)cc1,5,-3,-9,2,0,-9,-4.0,-1
Cc1ccc(-c2csc(C(C)(O)c3cccc(F)c3)n2)cc1C (stereo unspecified),.,1,2,3,7,-9,-2.3,-13
C[C@@H]1CN([C@@H](C)CO)C(=O)c2cccc(NC(=O)c3cnccn3)c2O[C@@H]1CN(C)Cc1ccc2c(c1)OCO2,.,-16,22,2,18,12[16.7 µM],-0.6,7
COc1cc(/C=C(/C(=O)O)c2ccc(-c3ccccc3)cc2)cc(OC)c1OC,1,-25,10,5,-5,4,0.7,2
C[C@@H]1CN([C@H](C)CO)C(=O)c2cc(Br)cnc2O[C@@H]1CN(C)C(=O)NC1CCCC1,-1,13&-3,-1,-4&-2,-1,-2,-1.1&0.3,-2&3
O=C(Nc1ccc(NC(=O)c2ccc(S(=O)(=O)c3ccccc3)cc2)cc1)c1ccccc1,.,6,24,1,.,.,.,5
C[C@H]1CN([C@@H](C)CO)S(=O)(=O)c2ccc(-c3ccncc3)cc2O[C@H]1CN(C)C(=O)c1ccc2c(c1)OCO2,.,7,10,-2,4,-5[16.7 µM],1.7,-1
Cc1cc(C)cc(CC(=O)N2CCC2(C)C(=O)NS(=O)(=O)c2ccccc2C)c1 (stereo unspecified),2,4,2,0,4,1,-1.4,0
Cc1ccc(OCCN2CCNCC2)c([N+](=O)[O-])c1,5,11,6,6,-3,11,-0.4,-1

# Reformatted with values under each structure: part of the list above.
# Each structure is followed by: FN deposit inh	C2C12 statin	GSIS activator	PglD DTNB	PGC1a acetyl inh	miR122 inh	CFTR F508del cor	Cneo AK release
C[C@@H]1CN([C@@H](C)CO)C(=O)c2cccc(NC(=O)c3cnccn3)c2O[C@@H]1CN(C)Cc1ccc2c(c1)OCO2
    .	-16	22	2	18	12[16.7 µM]	-0.6	7
COc1cc(/C=C(/C(=O)O)c2ccc(-c3ccccc3)cc2)cc(OC)c1OC
    1	-25	10	5	-5	4	0.7	2
C[C@@H]1CN([C@H](C)CO)C(=O)c2cc(Br)cnc2O[C@@H]1CN(C)C(=O)NC1CCCC1
    -1	13&-3	-1	-4&-2	-1	-2	-1.1&0.3	-2&3
O=C(Nc1ccc(NC(=O)c2ccc(S(=O)(=O)c3ccccc3)cc2)cc1)c1ccccc1
    .	6	24	1	.	.	.	5
C[C@H]1CN([C@@H](C)CO)S(=O)(=O)c2ccc(-c3ccncc3)cc2O[C@H]1CN(C)C(=O)c1ccc2c(c1)OCO2
    .	7	10	-2	4	-5[16.7 µM]	1.7	-1
Cc1cc(C)cc(CC(=O)N2CCC2(C)C(=O)NS(=O)(=O)c2ccccc2C)c1 (stereo unspecified)
    2	4	2	0	4	1	-1.4	0

# Further compounds.
SMILES,FN deposit inh,C2C12 statin,GSIS activator,PglD DTNB,PGC1a acetyl inh,miR122 inh,CFTR F508del cor,Cneo AK release
COc1ccc(NC(=O)Nc2ccc3c(c2)CC(=O)N([C@@H](C)CO)C[C@H](C)[C@@H](CN(C)C(=O)Nc2ccc(OC)cc2)O3)cc1,.,-26,0,2,-1,0[16.7 µM],-4.5,-2
c1cn(CCCNC2=NCCCCC2)cn1,10,-4,.,0,-9,-3,.,-1
Cc1ccc2c(c1)c1ncnc(N3CCN(c4ccccc4)CC3)c1n2C,.,-37,.,-8,3,-4,.,-1
C[C@@H]1CN([C@@H](C)CO)C(=O)c2cccc(NS(C)(=O)=O)c2O[C@H]1CN(C)Cc1ccc(C(=O)O)cc1,2,-27&13,11&8,1&0,-2,7[16.7 µM],-0.3&0.0,-1&1
COC(=O)c1ccc(NC(=O)CN(Cc2ccc(Cl)cc2)S(C)(=O)=O)cc1,-4,5,-31,-1,-20,2,.,4
Cc1noc(C)c1S(=O)(=O)N(C)C[C@@H]1Oc2ccc(NS(=O)(=O)c3cn(C)cn3)cc2CC(=O)N([C@@H](C)CO)C[C@@H]1C,-2,-9,12,3,-8,-2[16.7 µM],-0.3,2
O=C(Nc1ccnn1C1CCN(CC2CC=CCC2)CC1)c1ccccc1 (stereo unspecified),4,-15,9,5,.,1,0.0,1
CC(C)Oc1ccc(S(=O)(=O)N2CCOCC2)cc1NC(=O)c1nn(C)c(=O)c2ccccc12,4,-39,15,0,-11,-2,6.4,1
CNc1c(N)c(=O)oc2ccccc12,8,1,1,13,11,-2,-3.7,0
COc1cccc(/C=C/C(=O)OCC(=O)N2CCCC2)c1OC,-5,12,18,-2,3,2,-0.3,-2
O=c1c(CN2CCN(Cc3ccccc3F)C(CCO)C2)coc2ccccc12 (stereo unspecified),2,9,3,4,.,.,-0.8,1
CCN(CC)CCn1c2c(c(SCC(=O)Nc3ccc4c(c3)OCCO4)nc1=O)CCCC2,-1,-13,5,1,.,.,-1.3,0
COc1ccc(C(=O)NCCCN2CCN(CCCNC(=O)c3ccc(OC)c(OC)c3)CC2)cc1OC,.,6,-1,3,1,-4,-8.1,-2
COC(=O)c1cc2sccc2n1Cc1nc(-c2ccc(Cl)cc2)oc1C,13,-2,.,-3,-2,-4,.,1
CCN(CC)CCN(C(=O)c1ccc2c(c1)CCCC2)c1nc2c(OC)cccc2s1,-4,-3,-3,1,-9,-2,2.8,3
Cc1ccc(C)c(C(=O)COc2ncnc3ccccc23)c1,-6,-3,5,-1,12,-7,-2.5,-1
Cc1ccc(CCNC(=O)CC(C)CC2=NS(=O)(=O)c3ccccc3N2)cc1 (stereo unspecified),-3,22,3,1,-19,-4,1.5,-1
COc1cc(/C=N/NC(=O)CSc2ccccn2)ccc1OC(C)C,0,-17,.,-4,-33,6,0.0,-6
CCCn1nc2cc(C(=O)NCCc3ccc(C)cc3)ccc2c1OCC,1,2,-38,0,-16,3,3.4,0
CCOc1ccc(CSc2nc(C)cc(COC)c2C#N)cc1OCC,2,-3,8,0,-3,5,2.1,0
O=C(N/N=C\c1ccc(F)cc1)c1cc(OCC(F)(F)F)ccc1OCC(F)(F)F,-12,-10,.,6,3,-5,.,1
COc1ccc(CN(C)C[C@H]2Oc3ccc(NC(=O)CCC(F)(F)F)cc3C(=O)N([C@@H](C)CO)C[C@@H]2C)cc1,.,4,12,2,-3,-7[16.7 µM],-3.8,-3
C[C@@H]1CN([C@H](C)CO)C(=O)c2cc(NS(C)(=O)=O)ccc2O[C@H]1CN(C)C(=O)Nc1ccc(C(F)(F)F)cc1,.,12,16,-2,-1,11[16.7 µM],-3.2,8
O=C(/C=C/c1ccco1)N1CCC(Cc2ccccc2)CC1,.,6,-35,1,2,4,-0.1,-4
Cn1c(C(=O)NCCN2CCOCC2)cc2sccc21,.,.,3,0,11,-6,.,-2
Cc1cnc(C(=O)OCC(=O)N2CCC(C)CC2)cn1,-2,-1,11,-6,.,.,3.1,1
COc1cc(C(=O)N2CCN=C2c2ccccc2)cc(OC)c1OC,3,-7,.,1,-8,-3,.,-1
Cc1ccc(C)c(N2CCN(c3ncccc3[N+](=O)[O-])CC2)c1,-1,-29,7,-3,27,-14,2.6,-3
CN(C)CCCNCCNC(=O)/C=N\O,14,8,.,0,11,-6,.,4
CC(=O)N(C)C[C@H]1Oc2ncc(-c3ccccc3C)cc2C(=O)N([C@@H](C)CO)C[C@@H]1C,-4,4,23,0,12,5[16.7 µM],-0.8,0
CC1CCN(C(=O)CN(C)S(=O)(=O)c2cccc3nsnc23)CC1,7,18,.,1,-4,0,.,3
Cc1ccc2nc(-c3ccc(SCC(=O)Nc4cc(C)on4)nc3)[nH]c2c1,.,2,0,-4,-7,-15,.,-6
Cc1ccc(C(=O)N2CCCCCC2)cc1S(=O)(=O)N1CCOCC1,-4,.,7,-1,.,.,-1.2,-2
COc1cc(SC)ccc1C(=O)NCCNC(=O)c1nonc1N,10,-15,19,.,5,-2,3.5,.
CC(C)NC(=O)N(C)C[C@H]1Oc2cc(-c3ccccc3)ccc2S(=O)(=O)N([C@@H](C)CO)C[C@@H]1C,.,.,-21,3,-2,6[16.7 µM],0.7,6
Cn1c(NCCN2CCOCC2)nc2c1c(=O)n(Cc1cccc(Cl)c1)c(=O)n2C,.,.,.,5,-6,8,.,2
Nn1c(SCC(=O)NCc2ccc3c(c2)OCO3)nnc1C1CC1,.,4,1,-1,7,2,.,-1
C[C@H]1CN([C@@H](C)CO)C(=O)c2cc(-c3ccccc3)cnc2O[C@H]1CN(C)C(=O)c1ccccc1F,-6,7,8,3,10,.,-0.6,1
COc1ccc(NC(=O)Nc2ccc3c(c2)CC(=O)N([C@H](C)CO)C[C@@H](C)[C@@H](CN(C)C(=O)Nc2ccc(C(F)(F)F)cc2)O3)cc1,.,-16,-3,1,-9,-2[16.7 µM],0.2,-1
O=C(NC1(C(F)(F)F)N=C(c2ccccc2)NC1=O)c1ccc(Cl)cc1Cl (stereo unspecified),.,3,.,-3,3,34,.,-3
COCC(C)n1c(C)cc(C(=O)COc2ccc(S(=O)(=O)N3CCOCC3)cc2Cl)c1C (stereo unspecified),27,-3,.,3,2,-8,.,-2
CCCCNC(=O)C1(C)CCCCN1C(=O)c1ccc2c(c1)CCO2 (stereo unspecified),1,5,8,1,-7,1,-1.6,0
CN(C)c1cccc2cccc(N(C)C)c12,1,.,14,3,-4,-1,1.4,4
CC12CCC(=O)N1C(C(=O)NCCN1C(=O)S/C(=C\c3ccc(OC(F)F)cc3)C1=O)CS2 (stereo unspecified),-1,0,-1,3,.,.,1.0,-1
C[C@H](CO)N1C[C@H](C)[C@H](CN(C)S(=O)(=O)c2ccc(Cl)cc2)OCc2ccccc2-c2ccccc2C1=O,-5,-7,-13,7,1,.,-6.1,-2
CC(C)=CC/C=C1\CCC(C(=O)O)C(C(=O)O)C1 (stereo unspecified),-3,-2,30,-6,0,3,.,-1
CCN(CC(=O)Nc1c(F)cccc1F)C(=O)c1ccccn1,-3,2,1,2,.,.,-0.2,2
O=C(O)c1ccc2c(c1)C(=O)N(c1cc([N+](=O)[O-])ccn1)C2=O,4,1,19,-2,20,0,-0.1,4
O=C1COc2ccc(C(=O)/C=C/c3ccccc3)cc2N1,-3,.,19,-7,-9,-1,.,0
N#C/C(=C\c1ccccc1)c1nc2ncccc2[nH]1,.,21,31,-21,-3,6,.,-3
# Continuation.
SMILES,FN deposit inh,C2C12 statin,GSIS activator,PglD DTNB,PGC1a acetyl inh,miR122 inh,CFTR F508del cor,Cneo AK release
COCCCN1C(=O)C(CC(=O)NCCc2ccccn2)CC(C(=O)N2CCOCC2)=C1C (stereo unspecified),-3,-13,16,-4,-12,-1,-1.6,7
CCOc1ccc2nc(NC(=O)CSc3nnnn3C3CCCCC3)sc2c1,1,-4,.,-4,-48,-1,.,0
CC(C)(C)OC(=O)N1CCN(C(=O)c2[nH]cnc2C(=O)N[C@@H](Cc2ccccc2)C(=O)OCc2ccccc2)CC1,-6,4,24,1,1,-5,2.1,0
Cn1nc(C(C)(C)C)cc1C(=O)N1CCCC(c2cc(C(=O)Nc3ccccc3Cl)no2)C1 (stereo unspecified),6,-1,-32,5,-11,-3,3.1,0
CC(C)CNC(=O)CC(c1ccccc1)c1ccccc1,-1,-3,-12,3,-5,-4,-2.4,-2
O=C(c1ccco1)N1CCN(Cc2cc(=O)c(OCc3ccc(F)cc3)co2)CC1,4,2,-1,-3,.,-6,-2.7,6
O=C(CCc1ccccc1)NCc1ccc2c(c1)OCO2,-3,-8,-9,5,.,.,-1.5,2

# Screening results as filed in PubChem.
